# INS-1E GSIS act: primary screen for activators of insulin secretion dependent on glucose, INS-1E cells, GLuc reporter luminescence. AID 743287. 0.61% of 370,000 active. activation, % at 16.6 µM. INS-1E GLuc reporter insulin secretion, 2-3 h;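 active means lowest replicate activation of at least 40%, so every replicate reaches that level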;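 further: 0% = median of neutral control wells and 100% = median of IBMX positive control wells; some compounds called inactive have numbers as strong as hits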
# ARNT TACC3 PPI: ARNT/TACC3 interaction disruption; AID 623870; 0.66% of 390,000 active; Q9Y6A5; AlphaScreen His-ARNT PAS-B/GST-TACC3 binding, luminescence; TACC3 fragment carries E629A point mutation; inhibition, % at 9.99 µM;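 active means mean inhibition of replicates at least 50% and at least half of replicates each reaching 50%; inconclusive means half or more replicates reach 50% but mean below 50%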;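 further: 0% = complete ARNT plus TACC3 wells and 100% = ARNT alone without TACC3; many hits fall short of the cut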
# RAD54 branch: RAD54 (human) branch migration inhibition; Q92698; RAD54 Holliday junction branch migration, FAM/BHQ fluorescence; inhibition, % at 10.4 µM; 0.14% of 360,000 active; AID 602329;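 active means mean normalized replicate activity at least 40 and at least half of replicates scoring 40 or more; inconclusive means only one of the two criteria met; inactive means mean below 40 and under half of replicates reaching 40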;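 further: 0% = median of neutral control wells and 100% = median of positive control wells; inhibitors cause a drop in the FAM fluorescence signal; in these data hits start at about 50%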
# Target sequence (Q92698 whole entry, looked up): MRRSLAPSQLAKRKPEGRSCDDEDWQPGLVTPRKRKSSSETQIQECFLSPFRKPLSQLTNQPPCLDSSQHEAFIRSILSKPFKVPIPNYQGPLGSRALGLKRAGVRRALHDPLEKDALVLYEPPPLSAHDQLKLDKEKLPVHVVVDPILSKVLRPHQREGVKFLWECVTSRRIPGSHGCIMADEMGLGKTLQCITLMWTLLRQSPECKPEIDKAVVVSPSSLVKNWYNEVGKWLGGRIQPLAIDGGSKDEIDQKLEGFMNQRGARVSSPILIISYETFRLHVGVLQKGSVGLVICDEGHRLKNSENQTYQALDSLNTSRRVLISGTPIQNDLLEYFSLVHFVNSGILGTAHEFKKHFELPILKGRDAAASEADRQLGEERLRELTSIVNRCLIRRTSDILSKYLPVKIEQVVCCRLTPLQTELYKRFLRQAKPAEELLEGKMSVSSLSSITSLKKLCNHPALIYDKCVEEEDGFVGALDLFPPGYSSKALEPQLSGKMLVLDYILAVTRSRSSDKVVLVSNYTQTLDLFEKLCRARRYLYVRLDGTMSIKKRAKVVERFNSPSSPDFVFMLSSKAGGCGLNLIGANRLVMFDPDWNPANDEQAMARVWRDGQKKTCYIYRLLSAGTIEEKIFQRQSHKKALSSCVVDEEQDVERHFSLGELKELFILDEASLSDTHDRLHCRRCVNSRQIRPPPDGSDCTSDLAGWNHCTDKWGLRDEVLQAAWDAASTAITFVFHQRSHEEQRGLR
# esBAF inh: inhibitors of esBAF chromatin remodeling in mouse ES cells. reporter increase, % at 12.5 µM. 2% of 350,000 active. AID 602393. Bmi1-luciferase knock-in reporter, 24 h; 100% = twice the neutral-well signal; in the data active means activation above about 40%; inconclusive means no clear call, values can overlap the other calls;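 further: 0% = median of the plate's neutral control wells and 100% = double that signal; a rise in the Bmi1 reporter signal indicates esBAF inhibition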
# ERAP1 inh: blocks human ERAP1 aminopeptidase activity | recombinant ERAP1, Leu-AMC fluorescence, 60 min | inhibition, % at 10.7 µM | 0.15% of 340,000 active | AID 652197;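 active means mean replicate inhibition of at least 30%, or all replicates individually reaching that 30% level; inactive means mean below 30% and not every replicate reaching it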;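 further: 0% = neutral control wells and 100% = L-leucinethiol positive control wells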
# RAD52 anneal inh: blocks human RAD52 DNA annealing; P43351; recombinant RAD52 DNA annealing, FRET fluorescence; inhibition, % at 18.7 µM; 0.46% of 360,000 active;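 active means every replicate showing at least 50% inhibition; inconclusive means mean inhibition at least 50% but not in every replicate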
# F508del corr: correctors of CFTR F508del function in bronchial epithelial cells. CFBE cells, YFP halide quenching; stimulated with forskolin plus potentiator P3; % fluorescence drop versus neutral controls. activity (quench increase), % at 7.58 µM. 0.36% of 350,000 active. AID 720511;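 active means mean added fluorescence quench of at least 8% versus neutral control, with both replicates also reaching 8%; inconclusive means only one of the mean or replicate conditions met; inactive means mean below 8% and not both replicates reaching 8%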;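 further: cells transiently co-express mutant CFTR-F508del with the halide-sensitive YFP; corrector assay measuring rescue of mutant channel to the surface after 24 h compound exposure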
# Xi reactivation: activators of X-chromosome reactivation in mouse fibroblasts; XiGFP mouse fibroblasts, % GFP-positive cells imaging, 3 d; cells co-treated with 5-aza-dC sensitizer; scaled so ellipticine positive control = 100%; 0.055% of 360,000 active; activation, % at 7.58 µM; AID 743238;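 active means mean normalized replicate activation at least 10% and every replicate at or above 10%; inconclusive means only one of the two criteria met; inactive means mean below 10% and not all replicates reach 10%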;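 further: 0% = median of on-plate neutral control wells and 100% = ellipticine 6 µM median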
#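 System: 68-5-11 XiGFP fibroblast line; Timing: 3 days compound exposure; Compound dosing: one concentration, pinned; Benchmarks: positive control ellipticine, 6 µM final; Buffer or medium: DMEM containing 5-aza-dC.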
# * marks the source's active call; other numbers are inactive results; ? = inconclusive; . = not tested or not shown.
SMILES,INS-1E GSIS act,ARNT TACC3 PPI,RAD54 branch,esBAF inh,ERAP1 inh,RAD52 anneal inh,F508del corr,Xi reactivation
O=C(CSc1nnc(-c2c[nH]c3ccccc23)o1)N1c2ccccc2CCc2ccccc21,12,-2,16,12,-1,-2,-2.9,.
CCS(=O)(=O)C1=NSC2=NC(=O)/C(=C\c3ccc(OC(=O)c4ccco4)cc3)C(=N)N21,-1,-1,-14,-2,7,-151,0.0,0.2
O=C(NC(=O)C(F)(F)F)Nc1ccc(S(=O)(=O)Nc2nccs2)cc1,10,-2,2,-3,-1,-33,-1.4,0.0
O=C(CSc1nc(SCC(=O)NCc2ccccc2)n(-c2ccccc2)n1)NCc1ccccc1,-29,-35,-4,-3,2,-9,-4.1,.
Cc1ccc(S(=O)(=O)N2CCC(C(=O)N[C@H](C(=O)N3CCN(C)CC3)C(C)C)CC2)cc1,8,0,6,6,.,.,.,.
NNC(=O)Cn1c(-c2ccccn2)nc2ccccc21,11,-7,-7,10,-2,2,1.4,-0.1
Cc1ccc(OC2CCN(C(=O)[C@H]3O[C@@H](n4ccc(=O)[nH]c4=O)[C@H](O)[C@@H]3O)CC2)cc1,-1,.,0,-5,1,-3,1.6,0.0
CC(=O)OC1CCC2(C)C(=CCC3C2CCC2(C)C3CC3ON=C(C)C32)C1 (stereo not given),.,1,1,2,1,-57,11*,0.0
CCCCNC(=O)C1(C)CCN1C(=O)c1cc(-c2cccs2)oc1C (stereo not given),.,.,6,5,3,-16,0.7,0.5
CS(=O)(=O)c1ccc(Cl)c(NC(=O)CCl)c1,42,-9,.,.,-2,-6,-4.0,0.3
CCCNC(=O)[C@H]1[C@H](CO)[C@H]2Cn3c(ccc(C4=CCCC4)c3=O)[C@@H]1N2CCC(F)(F)F,1,-2,-6,2,-1,-27,0.6,0.3
Nc1ccc(S(=O)(=O)Nc2nccc(/C=C/c3ccc(Cl)cc3Cl)n2)cc1,5,0,4,.,0,-9,1.9,-0.2

# Given with two lines to a compound: entries from further up
# Order of results: INS-1E GSIS act	ARNT TACC3 PPI	RAD54 branch	esBAF inh	ERAP1 inh	RAD52 anneal inh	F508del corr	Xi reactivation
O=C(CSc1nnc(-c2c[nH]c3ccccc23)o1)N1c2ccccc2CCc2ccccc21
→ 12	-2	16	12	-1	-2	-2.9	.
CCS(=O)(=O)C1=NSC2=NC(=O)/C(=C\c3ccc(OC(=O)c4ccco4)cc3)C(=N)N21
→ -1	-1	-14	-2	7	-151	0.0	0.2

# Further records.
SMILES,INS-1E GSIS act,ARNT TACC3 PPI,RAD54 branch,esBAF inh,ERAP1 inh,RAD52 anneal inh,F508del corr,Xi reactivation
C[C@@H]1CN([C@H](C)CO)C(=O)c2cc(C#Cc3ccncc3)cnc2O[C@H]1CN(C)C(=O)CN(C)C,14,-2,6,-4,0,-23,-1.3,0.1
Cc1ccccc1Cn1nc(C)c(NC(=O)c2cc(CC(C)C)on2)c1C,-33,1,.,5,-1,-14,-0.8,0.2
COc1ccc(CC(=O)OCC(=O)Nc2cccc(Cl)c2)cc1,-35,-16,.,.,3,-20,1.1,0.1
c1ccc(Cc2ccc(OCCn3ccnc3)cc2)cc1,.,2,-7,-1,3,20,-1.9,0.0
Cc1cccc(C(=O)N2CCC(N3CCC(C(=O)N4CCOCC4)CC3)CC2)c1,-4,-8,-18,-5,1,-44,2.1,0.0
COc1ccc(NC(=O)N(C)C[C@H]2OCCCC[C@H](C)Oc3ccc(NC(=O)Cc4ccccc4)cc3C(=O)N([C@@H](C)CO)C[C@H]2C)cc1,-11,1,-3,-7,0,-22,0.1,0.2
Cc1cccc2c1NC(=O)C2=O,.,-3,2,0,1,-19,3.8,0.2
Cc1cc(C)n2nc(SC(C)C(=O)N(C)C3CCCCC3)nc2n1 (stereo not given),-3,-6,-8,-3,0,-11,0.0,0.1
CC(=O)N(C[C@H]1N[C@H](CO)[C@@H]1c1ccccc1)C(C)C,3,-2,-3,1,2,-8,-0.3,0.0
Cc1ccc(S(=O)(=O)N2CC3(O)CN(C(=O)OC(C)C)N(C(=O)OC(C)C)CC3(OC(=O)NCc3ccccc3F)C2)cc1 (stereo not given),-23,.,-12,0,-2,15,-1.4,0.0
COc1ccc(N2CC(O)(c3ccc(F)cc3)[N+]3=C2CCCC3)cc1 (stereo not given),-5,-10,-1,5,-2,-8,-0.2,-0.1
Cc1ccc(/C=C2\CCOC2=O)cc1,1,-12,-1,11,-1,-13,1.3,0.1
CCCCCC(=O)NC(=S)Nc1ccc(NC(=O)c2ccco2)cc1,16,-3,.,.,3,-5,2.3,0.2
CCOCCCNc1ccc(N2C(=O)C3CCCCC3C2=O)cc1[N+](=O)[O-] (stereo not given),1,0,-8,-1,.,-12,1.1,2.0
Cc1nc(NC(=O)/C=C/c2ccc(C(C)(C)C)cc2)sc1C(=O)N(C)C,.,5,.,.,-5,11,.,0.0
CCCCn1c(N)c(N(CCOC)C(=O)CSCc2ccc(C)cc2)c(=O)[nH]c1=O,40,1,-4,0,2,-12,-0.1,0.4
C[C@H]1CN([C@@H](C)CO)C(=O)c2cc(/C=C/c3ccccc3)cnc2O[C@@H]1CN(C)C(=O)c1ccc(F)cc1,-32,25,-12,-5,-1,9,-2.6,0.1
CCOC(=O)Cc1csc(SCC(=O)Nc2ccc3[nH]c(=O)[nH]c3c2)n1,13,.,12,-4,-3,-12,-0.6,0.4
C[C@@H]1CCCCO[C@H](CN(C)S(=O)(=O)c2ccc(F)cc2)[C@@H](C)CN([C@@H](C)CO)C(=O)c2cc(NS(=O)(=O)c3cn(C)cn3)ccc2O1,-10,.,5,-8,-3,-1,-2.9,0.0
N#CCc1nn(-c2ccccc2)c2ncnc(N)c12,71*,3,.,.,0,-1,1.7,0.1
C[C@@H]1CN([C@@H](C)CO)C(=O)c2cccc(NC(=O)Nc3ccc(C(F)(F)F)cc3)c2O[C@H]1CN(C)S(C)(=O)=O,-13,-6,-30,2,-1,0,3.3,-0.6
CCCNC(=O)N(C)C[C@H]1[C@H](c2ccccc2)[C@@H](CO)N1C(=O)c1ccccc1,1,-14,-10,4,2,-34,1.5,0.0
CN1CCC(=NNC(=O)CN(c2cccc(Br)c2)S(C)(=O)=O)CC1,4,-1,.,.,0,-2,0.4,-0.1
O=C(Nc1ccc(F)cc1)N1CC(=O)N2[C@H](C1)[C@H](c1ccc(-c3ccccc3)cc1)[C@@H]2CO,-27,.,.,.,-2,-2,0.4,0.0
OC[C@@H]1CN(Cc2ccc(Cl)cc2)C[C@H](n2cnc3c(N4CCCC4)ncnc32)O1,-8,.,-15,-6,-8,-3,5.4,0.3
C[C@@H]1CCCCO[C@H](CN(C)Cc2ccc(C(F)(F)F)cc2)[C@@H](C)CN([C@@H](C)CO)C(=O)c2cc(NC(=O)Nc3ccc(F)cc3)ccc2O1,-18,-4,-2,-2,1,-18,-0.4,0.0
O=C(C[C@H]1CC[C@H](NS(=O)(=O)c2cccc(F)c2)[C@@H](CO)O1)N1CCCCC1,-5,-10,-5,0,-3,8,1.3,0.7
CCC1CN(C(=O)N2CCC(C(=O)NCc3cc(OC)c(OC)c(OC)c3)CC2)c2ccccc2O1 (stereo not given),39,-7,4,2,1,2,3.0,0.1
NC(N)=N/N=C/c1ccc(Cl)c([N+](=O)[O-])c1,.,22,.,.,-8,8,2.2,0.2
COC(=O)c1ccc(-c2noc(CN3C[C@H]4CC[C@H]3C4)n2)cc1,3,.,11,28,6,-10,.,-0.1
C[C@@H]1CN([C@H](C)CO)S(=O)(=O)c2ccc(-c3cncnc3)cc2O[C@@H]1CN(C)C(=O)CC1CC1,4,-13,-1,4,-1,-9,2.0,-0.8
COc1ccc(NC(=O)CN2CCN(Cc3ccccc3)CC2)cc1,-3,-5,-8,-7,-7,-14,0.7,0.0
O=C(Cc1ccncc1)NCC[C@H]1CC[C@@H](NC(=O)C2CCCCC2)[C@H](CO)O1,11,3,-3,-2,1,-22,0.5,-0.2
COc1cccc(C(C[N+](=O)[O-])c2c(C)[nH]n(-c3ccccc3)c2=O)c1 (stereo not given),-23,20,-13,-2,6,2,-1.6,0.0
CCCNC(=O)N1CCC(n2nccc2NC(=O)CCOc2ccccc2)CC1,12,-19,2,.,-3,-20,0.7,0.0
COC(=O)Cc1ccc(NC(=O)c2ccc3c(c2)C(=O)N(Cc2ccco2)C3=O)cc1,9,-13,-2,0,-5,-5,-1.8,-0.1
CC(NC(=O)[C@@H](NC(=O)[C@@H]1Cc2ccccc2CN1)C(C)C)c1ccccc1 (stereo not given in full),4,-5,0,-10,-7,-20,-1.4,0.2
Cc1ccc(F)cc1C(=O)N1CCCC(c2cc(C(=O)Nc3ccccc3)no2)C1 (stereo not given),-27,.,1,?,1,-10,-3.5,-0.1
COc1ccc(C2=NCCn3nc4ccccc4c32)cc1,-2,8,2,23,4,-11,1.2,0.0
COc1ccc(NC(=O)Nc2ccc3c(c2)C(=O)N([C@H](C)CO)C[C@H](C)[C@H](CN(C)Cc2ccc(C(F)(F)F)cc2)OCCCC[C@H](C)O3)cc1,-8,-3,-1,3,-5,-15,-0.2,-0.1
O=C(NCCc1ccccc1)[C@@H]1[C@@H](CO)[C@@H]2Cn3c(cccc3=O)[C@H]1N2CC1CC1,8,5,12,0,-1,1,-0.4,0.5
CCn1cnc2c(Nc3cccc(Cl)c3)nc(C#N)nc21,0,4,-3,69*,2,-15,-1.1,0.0
O=C(C[C@H]1C=C[C@H](NC(=O)CN2CCOCC2)[C@H](CO)O1)NCc1cccc(F)c1,9,-1,-7,7,2,1,1.3,-0.1
CCOC(=O)N1CCN(c2c(N3CCN(c4ccccc4OC)CC3)c(=O)c2=O)CC1,7,-6,6,-3,3,-4,-4.7,0.0
COCc1ccc(C(=O)N2CCN(CC(=O)N3CCCC3)CC2)cc1,.,-2,-6,0,0,5,3.5,0.0
C[C@@H]1CN([C@H](C)CO)C(=O)c2cc(NC(=O)Cc3ccccc3)ccc2O[C@@H](C)CCCCO[C@@H]1CN(C)S(C)(=O)=O,4,2,-5,-5,-4,10,-2.8,-0.6
CC(C)=CCC(C)(C)/C=N/NC(N)=O,5,0,2,-1,-2,9,-33,0.0
CC(C)CC(C(=O)Nc1ccc2c(c1)OCCO2)N1C(=O)c2ccccc2C1=O (stereo not given),-15,-5,0,4,.,.,.,.
CCCCc1ccc(-n2c(Cc3cccs3)n[nH]c2=S)cc1,-4,.,.,.,0,-7,.,0.3
CCCN(C)C[C@H]1OCCCC[C@H](C)Oc2ccc(NS(=O)(=O)c3c(C)noc3C)cc2C(=O)N([C@H](C)CO)C[C@H]1C,1,13,-2,2,-4,17,-0.6,0.1
COC(=O)C1CCN(S(=O)(=O)c2ccc(Br)s2)CC1,.,1,-10,-8,1,-37,0.5,-0.1
Cn1c2cc(Br)sc2c2cnn(Cc3c(F)cccc3Cl)c(=O)c21,1,4,-8,-2,-2,-12,1.2,0.1
Clc1ccc2nnnc(-c3ccccc3)c2c1,15,7,.,.,-1,4,-11,0.2
CCOCCc1nnc(NC(=O)COC)s1,-8,-29,-6,-10,7,-18,2.2,.
CCn1cc(S(=O)(=O)N2CCN(Cc3ccc(F)cc3)CC2)cn1,0,3,.,.,0,-17,0.4,0.0
COc1ccccc1C(=O)Nc1ccccc1C(=O)N1C(C)CCCC1C (stereo not given),1,.,.,.,8,-3,2.8,0.0
